Compound activity as filed in PubChem BioAssay.
LGR2 inh: blocks bursicon-induced cAMP signaling via Drosophila LGR2. HEK293 LGR2, CRE-luciferase, bursicon-stimulated, 4 h. inhibition, % at 9.99 µM. 0.35% of 380,000 active;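 active means drop in luminescence signal, shown as inhibition above about 50% in the replicate tests, limit read from the data, passing the limit was not always enough; inconclusive means probably only some replicates passing the limit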;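 further: agonist challenge used bursicon conditioned medium at about half maximal strength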
CASP6 VEID inh: blocks human caspase-6 cleavage activity; 0.53% of 350,000 active; inhibition, % at 12.5 µM; P55212; purified caspase-6, Z-VEID-R110 cleavage fluorescence; AID 686996;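 active means mean inhibition across replicates at least about 35%, with every replicate also reaching that limit, limit read from the data; inconclusive means only one of the two criteria met; inactive means neither criterion met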;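 further: 0% = median of neutral control wells and 100% = no fluorescence left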
Target sequence (P55212 24-179 limits assumed): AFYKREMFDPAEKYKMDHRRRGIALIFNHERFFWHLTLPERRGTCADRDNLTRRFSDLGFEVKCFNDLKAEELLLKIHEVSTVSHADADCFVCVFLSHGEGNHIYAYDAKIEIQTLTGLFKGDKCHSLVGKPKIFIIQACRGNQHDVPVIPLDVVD
Target sequence (P55212 194-293 limits assumed): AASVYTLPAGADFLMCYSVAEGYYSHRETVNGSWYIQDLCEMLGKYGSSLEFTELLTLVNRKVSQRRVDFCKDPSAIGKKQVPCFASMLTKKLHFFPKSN
EWS-Fli block: blocks EWS/Fli oncoprotein-driven transcription | A673 NR0B1-luciferase reporter, viability-normalised | 0.67% of 350,000 active | inhibition, % at 12.6 µM;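 active means mean inhibition of at least 50% after viability correction, with every replicate also passing that limit; inconclusive means mean reaches 50% but only one of two replicates passes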;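 further: firefly luciferase signal divided by Alamar Blue viability fluorescence both relative to DMSO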
SIRT5 inh: blocks human SIRT5 desuccinylation of peptide; Purified SirT5, succinyl-peptide AMC, trypsin-coupled fluorescence; inhibition, % at 15 µM; Q9NXA8; 1.1% of 330,000 active; in the data active means inhibition above about 15%; inconclusive means no clear call, values can overlap the other calls
Target sequence (Q9NXA8 whole entry, looked up): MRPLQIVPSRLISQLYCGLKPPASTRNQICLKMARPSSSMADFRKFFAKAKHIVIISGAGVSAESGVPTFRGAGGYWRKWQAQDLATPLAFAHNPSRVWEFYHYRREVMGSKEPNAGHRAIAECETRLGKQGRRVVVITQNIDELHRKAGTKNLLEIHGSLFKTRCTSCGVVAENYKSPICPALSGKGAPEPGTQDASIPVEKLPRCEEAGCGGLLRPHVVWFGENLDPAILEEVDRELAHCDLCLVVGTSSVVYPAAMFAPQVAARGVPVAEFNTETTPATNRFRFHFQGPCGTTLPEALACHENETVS
DENV2 CPE: inhibitors of DENV2 cytopathic effect | DENV2-infected cells, cytopathic effect rescue, plate reader | CPE inhibition, % at 9.99 µM | 1.7% of 350,000 active; in the data active means CPE inhibition above about 20%, passing the limit was not always enough; inconclusive means no clear call, values can overlap the other calls; tested in BHK-21 cells;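 further: 0% = median of neutral control wells and 100% = median of positive control wells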
ARNT TACC3 PPI: disrupts binding between human ARNT and TACC3 | Q9Y6A5 | AlphaScreen His-ARNT PAS-B/GST-TACC3 binding, luminescence; TACC3 fragment carries E629A point mutation | inhibition, % at 9.99 µM | 0.66% of 390,000 active | AID 623870;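 active means mean inhibition of replicates at least 50% and at least half of replicates each reaching 50%; inconclusive means half or more replicates reach 50% but mean below 50%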;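 further: 0% = complete ARNT plus TACC3 wells and 100% = ARNT alone without TACC3; many hits fall short of the cut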
PAX8 reporter: PAX8 transcriptional activity inhibition. RMG-I TPO-luciferase reporter, SteadyGlo, 24 h. inhibition, % at 12.6 µM. 1.2% of 360,000 active;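 active means mean replicate inhibition at least 60% with every replicate also reaching 60%; inconclusive means only one of the two criteria is met; inactive means mean below 60% and not all replicates reaching 60%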;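 further: luciferase light reporting Pax8 driven TPO promoter activity; plate controls were median of neutral control wells for no effect and mitoxantrone controls for full effect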
Numbers without * were called inactive.

How did COC(=O)c1sccc1NC(=O)c1ccccc1Br do in these assays?
LGR2 inh: 1; CASP6 VEID inh: -5; EWS-Fli block: 4; SIRT5 inh: -1; DENV2 CPE: 0; ARNT TACC3 PPI: -2; PAX8 reporter: 8

What do the screens show for `CN1C(=O)c2cc(NC(=O)c3ccc(F)cc3)ccc2OC[C@@H]2O[C@H](CC(=O)NC3CCC3)CC[C@H]21`?
LGR2 inh: -17; CASP6 VEID inh: -5; EWS-Fli block: 2; SIRT5 inh: -6; DENV2 CPE: 0; ARNT TACC3 PPI: 0; PAX8 reporter: -34

How did O=C(OCC(=O)N1CCCC1)c1ccc(S(=O)(=O)N2CCOCC2)cc1 do in these assays?
LGR2 inh: 7; CASP6 VEID inh: 0; EWS-Fli block: -1; SIRT5 inh: -3; DENV2 CPE: 1; ARNT TACC3 PPI: -5; PAX8 reporter: -9

Results for Cc1nn(-c2ccccc2)c(C)c1NC(=O)COc1cc(F)ccc1[N+](=O)[O-] ?
LGR2 inh: 20; CASP6 VEID inh: -6; EWS-Fli block: 5; SIRT5 inh: 1; DENV2 CPE: inconclusive; ARNT TACC3 PPI: 1; PAX8 reporter: 15

What do the screens show for `Cc1noc(C)c1S(=O)(=O)N(C)C[C@H]1Oc2ccc(NC(=O)Nc3ccc(C(F)(F)F)cc3)cc2CC(=O)N([C@@H](C)CO)C[C@@H]1C`?
LGR2 inh: -5; EWS-Fli block: -2; DENV2 CPE: -2; ARNT TACC3 PPI: 10; PAX8 reporter: 3

What do the screens show for `CO[C@H]1CN(C)C(=O)c2cc(NS(C)(=O)=O)ccc2OC[C@@H](C)N(CC2CC2)C[C@@H]1C`?
LGR2 inh: 5; CASP6 VEID inh: 4; EWS-Fli block: -6; SIRT5 inh: -4; DENV2 CPE: 0; ARNT TACC3 PPI: 0; PAX8 reporter: -4

Results for O=C(c1ccccc1)N1CC2(C1)[C@H](c1ccccc1)[C@H](CO)N2C(=O)CC1CC1 ?
LGR2 inh: 16; CASP6 VEID inh: 1; EWS-Fli block: 7; SIRT5 inh: -1; DENV2 CPE: -9

What do the screens show for `Cc1ccc(NC(=O)CSCC(=O)Nc2ccccc2C(=O)NC2CC2)cc1`?
LGR2 inh: -20; CASP6 VEID inh: -1; EWS-Fli block: 5; SIRT5 inh: 0; DENV2 CPE: 7; PAX8 reporter: -2

How did Cc1ccc(NC(=O)CCC(=O)N/N=C/c2ccc(O)cc2)cc1 do in these assays?
LGR2 inh: -2; CASP6 VEID inh: 1; EWS-Fli block: 5; SIRT5 inh: -4; DENV2 CPE: -6; PAX8 reporter: 3

What do the screens show for `Cc1nc2ccc(C(=O)NC(C)(C)C)cn2c1N(C)C(=O)CCc1ccccc1`?
LGR2 inh: -14; CASP6 VEID inh: -1; EWS-Fli block: -2; DENV2 CPE: 35*; PAX8 reporter: 2

At a glance, part of the list above:
How did COC(=O)c1sccc1NC(=O)c1ccccc1Br do in these assays?
LGR2 inh: 1; CASP6 VEID inh: -5; EWS-Fli block: 4; SIRT5 inh: -1; DENV2 CPE: 0; ARNT TACC3 PPI: -2; PAX8 reporter: 8

What do the screens show for `CN1C(=O)c2cc(NC(=O)c3ccc(F)cc3)ccc2OC[C@@H]2O[C@H](CC(=O)NC3CCC3)CC[C@H]21`?
LGR2 inh: -17; CASP6 VEID inh: -5; EWS-Fli block: 2; SIRT5 inh: -6; DENV2 CPE: 0; ARNT TACC3 PPI: 0; PAX8 reporter: -34

How did O=C(OCC(=O)N1CCCC1)c1ccc(S(=O)(=O)N2CCOCC2)cc1 do in these assays?
LGR2 inh: 7; CASP6 VEID inh: 0; EWS-Fli block: -1; SIRT5 inh: -3; DENV2 CPE: 1; ARNT TACC3 PPI: -5; PAX8 reporter: -9

Results for Cc1nn(-c2ccccc2)c(C)c1NC(=O)COc1cc(F)ccc1[N+](=O)[O-] ?
LGR2 inh: 20; CASP6 VEID inh: -6; EWS-Fli block: 5; SIRT5 inh: 1; DENV2 CPE: inconclusive; ARNT TACC3 PPI: 1; PAX8 reporter: 15

What do the screens show for `Cc1noc(C)c1S(=O)(=O)N(C)C[C@H]1Oc2ccc(NC(=O)Nc3ccc(C(F)(F)F)cc3)cc2CC(=O)N([C@@H](C)CO)C[C@@H]1C`?
LGR2 inh: -5; EWS-Fli block: -2; DENV2 CPE: -2; ARNT TACC3 PPI: 10; PAX8 reporter: 3

What do the screens show for `CO[C@H]1CN(C)C(=O)c2cc(NS(C)(=O)=O)ccc2OC[C@@H](C)N(CC2CC2)C[C@@H]1C`?
LGR2 inh: 5; CASP6 VEID inh: 4; EWS-Fli block: -6; SIRT5 inh: -4; DENV2 CPE: 0; ARNT TACC3 PPI: 0; PAX8 reporter: -4

The results go on.
What do the screens show for `C[C@@H]1CCCCO[C@@H](CN(C)C(=O)Nc2cccc3ccccc23)[C@H](C)CN([C@@H](C)CO)C(=O)c2cc(NC(=O)NC3CCCCC3)ccc2O1`?
LGR2 inh: 6; CASP6 VEID inh: -4; EWS-Fli block: 6; SIRT5 inh: 0; DENV2 CPE: 19; ARNT TACC3 PPI: -3; PAX8 reporter: -5

What do the screens show for `C[C@@H]1CN([C@@H](C)CO)S(=O)(=O)c2ccc(/C=C/c3ccccc3)cc2O[C@@H]1CN(C)C(=O)Nc1cccc(F)c1`?
LGR2 inh: 3; CASP6 VEID inh: 1; EWS-Fli block: 16; SIRT5 inh: -1; DENV2 CPE: -2; ARNT TACC3 PPI: 21; PAX8 reporter: 34

Results for CC(C)NCc1nnc(-c2ccccc2Cl)o1 ?
LGR2 inh: 10; CASP6 VEID inh: 1; EWS-Fli block: -25; SIRT5 inh: -4; ARNT TACC3 PPI: 16; PAX8 reporter: -18

What do the screens show for `COc1ccc(CN2CCC[C@]3(N[C@H](c4ccccc4)[C@@H]4C(=O)N(C)C(=O)[C@@H]43)C2=O)cc1`?
LGR2 inh: -3; CASP6 VEID inh: 8; EWS-Fli block: 3; SIRT5 inh: -8; DENV2 CPE: -8; PAX8 reporter: -10

Results for CCc1ccc(NC(=O)NCCN2CCN(c3ccc(OC)cc3)CC2)cc1 ?
LGR2 inh: 16; CASP6 VEID inh: -3; EWS-Fli block: 9; SIRT5 inh: 2; DENV2 CPE: 2; ARNT TACC3 PPI: 3; PAX8 reporter: -7

How did N#C/C(=C/c1cn(CC(=O)O)c2ccccc12)C(=O)Nc1ccccc1 do in these assays?
LGR2 inh: 1; CASP6 VEID inh: 0; EWS-Fli block: 1; SIRT5 inh: 0; DENV2 CPE: 3; ARNT TACC3 PPI: -13; PAX8 reporter: 14

Results for O=C(C1CCC1)N1CCCCN2[C@H](CO)[C@H](c3ccc(C#CC4(O)CCCC4)cc3)[C@H]2C1 ?
LGR2 inh: 5; CASP6 VEID inh: 0; EWS-Fli block: -7; SIRT5 inh: 4; DENV2 CPE: 12; ARNT TACC3 PPI: -4; PAX8 reporter: -6

What do the screens show for `CCC(=O)N1CC2(C1)CN(Cc1ccccc1Cl)[C@H](CO)c1[nH]c3cc(OC)ccc3c12`?
LGR2 inh: 1; EWS-Fli block: -3; DENV2 CPE: 1

How did CCc1ccc(C(=O)OCC(=O)Nc2cccc(S(=O)(=O)NC3=NCCCCC3)c2)cc1 do in these assays?
LGR2 inh: 18; ARNT TACC3 PPI: -9; PAX8 reporter: 9

How did CCN(CC)C(=O)c1ncn2c1C(=O)N(C)CC2 do in these assays?
LGR2 inh: 8; CASP6 VEID inh: -1; EWS-Fli block: -15; SIRT5 inh: -5; DENV2 CPE: -2; PAX8 reporter: -2

How did C[C@H]1CN([C@@H](C)CO)C(=O)c2cccc(NC(=O)c3ccc(-c4nccs4)cc3)c2O[C@@H]1CN(C)S(=O)(=O)c1ccc(F)cc1 do in these assays?
LGR2 inh: 4; CASP6 VEID inh: -1; EWS-Fli block: 1; SIRT5 inh: 1; DENV2 CPE: 10; ARNT TACC3 PPI: -7

What do the screens show for `COc1ccc(NC(=O)N[C@H]2CC[C@@H](CCn3cc(-c4ccccc4F)nn3)O[C@@H]2CO)cc1`?
LGR2 inh: 3; CASP6 VEID inh: -1; EWS-Fli block: 18; SIRT5 inh: -4; DENV2 CPE: 16; ARNT TACC3 PPI: -12; PAX8 reporter: 0

Results for COc1ccc(CN(C)C[C@@H]2Oc3ccc(NS(=O)(=O)c4ccc(OC)cc4)cc3CC(=O)N([C@@H](C)CO)C[C@@H]2C)cc1 ?
LGR2 inh: 12; EWS-Fli block: 3; SIRT5 inh: 0; DENV2 CPE: -3; ARNT TACC3 PPI: 12

What do the screens show for `Cc1ccc(C(=O)O)cc1[N+](=O)[O-]`?
LGR2 inh: 2; CASP6 VEID inh: -4; EWS-Fli block: -3; DENV2 CPE: -8

How did C/C=C/c1cnc2c(c1)C(=O)N([C@H](C)CO)C[C@@H](C)[C@H](CN(C)S(=O)(=O)c1ccc(F)cc1)O2 do in these assays?
LGR2 inh: 2; CASP6 VEID inh: 1; EWS-Fli block: 14; SIRT5 inh: -4; DENV2 CPE: -3; ARNT TACC3 PPI: -2

What do the screens show for `COc1ccccc1NC(=O)c1c([N+](=O)[O-])cnn1C`?
LGR2 inh: 3; CASP6 VEID inh: -1; EWS-Fli block: 9; SIRT5 inh: 0; DENV2 CPE: inconclusive; ARNT TACC3 PPI: -2; PAX8 reporter: 6

Results for O=C(/C=C(\O)c1ccccc1)C(=O)NNC(=O)c1ccccc1[N+](=O)[O-] ?
LGR2 inh: -14; CASP6 VEID inh: -1; EWS-Fli block: -5; DENV2 CPE: 0; ARNT TACC3 PPI: 1; PAX8 reporter: -86

What do the screens show for `CC12CCC(C(NC(=S)NN)C1=O)C2(C)C` (configuration not stated)?
CASP6 VEID inh: 1; EWS-Fli block: 13; DENV2 CPE: -6; ARNT TACC3 PPI: 7; PAX8 reporter: 2

What do the screens show for `S=c1[nH]nc(-c2cc(-c3ccccc3)n[nH]2)n1/N=C/c1ccc(Cl)cc1`?
LGR2 inh: 17; CASP6 VEID inh: 2; EWS-Fli block: 2; SIRT5 inh: 1; DENV2 CPE: 4; ARNT TACC3 PPI: 3; PAX8 reporter: 8

Results for COc1ccc([N+](=O)[O-])cc1N(CC(O)CN1C(=O)NC(C)(C)C1=O)S(=O)(=O)c1ccccc1 (configuration not stated) ?
LGR2 inh: 4; CASP6 VEID inh: 1; EWS-Fli block: -6; SIRT5 inh: -2; DENV2 CPE: -2; ARNT TACC3 PPI: 4; PAX8 reporter: 4

What do the screens show for `CSc1ccc(CN2CCC(C)(Oc3ccc(F)cc3)C2)cc1` (configuration not stated)?
LGR2 inh: -6; CASP6 VEID inh: 0; EWS-Fli block: -5; SIRT5 inh: 0; DENV2 CPE: -15; PAX8 reporter: -21

Results for CC(C)(C)C1CCC(=NNC(=O)C(=O)NCc2cccnc2)CC1 (configuration not stated) ?
LGR2 inh: -22; CASP6 VEID inh: -3; EWS-Fli block: 4; SIRT5 inh: -9; DENV2 CPE: -5; ARNT TACC3 PPI: 6; PAX8 reporter: 13

How did O=C(c1ccccc1)N(Cc1cccs1)C1CCS(=O)(=O)C1 (configuration not stated) do in these assays?
LGR2 inh: 7; CASP6 VEID inh: 11; EWS-Fli block: 5; SIRT5 inh: -3; DENV2 CPE: 6; ARNT TACC3 PPI: -11

What do the screens show for `CCOc1cc(/C=N/O)ccc1OCc1ccc([N+](=O)[O-])cc1`?
LGR2 inh: -4; CASP6 VEID inh: 0; EWS-Fli block: 1; SIRT5 inh: -1; DENV2 CPE: 1; ARNT TACC3 PPI: 8; PAX8 reporter: -35

What do the screens show for `C[C@H](CO)N1C[C@H](C)[C@H](CN(C)S(=O)(=O)c2ccc(F)cc2)Oc2ncc(-c3cccc(C(F)(F)F)c3)cc2C1=O`?
LGR2 inh: -1; CASP6 VEID inh: 1; EWS-Fli block: 34; SIRT5 inh: 5; DENV2 CPE: 7; ARNT TACC3 PPI: 0

How did O=C(O)CC(NC(=O)C1CCCCC1)c1cc([N+](=O)[O-])ccc1Cl (configuration not stated) do in these assays?
LGR2 inh: 0; EWS-Fli block: 1; SIRT5 inh: 0; DENV2 CPE: 2; ARNT TACC3 PPI: -2; PAX8 reporter: 0

This is a random part of the collection. Share with any hit: about 4.9%.
